eIF4E-4G inh: eIF4E–eIF4G protein interaction inhibitors, primary screen, biochemical, uHTS, TR-FRET, eIF4GI fragment | inhibition, % at 21.7 µM | AID 782, 2007 | Eukaryotic translation initiation factor 4E (Mus musculus) + Eukaryotic translation … | actives 0.37% (n = 220,000) | TR-FRET eIF4E-eIF4GI(517-606) binding, 2 h;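 active = inhibition above about 30%, limit read from the data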;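 note: 0% = full FRET control wells and 100% = background wells lacking eIF4GI fragment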
NPY-Y2 PAM-ag: NPY-Y2 potentiators or agonists, primary screen, cell-based; cells expressing NPY-Y2, potentiator/agonist read-out; actives 0.45% (n = 220,000); activation, % at 3.6 µM; Neuropeptide Y receptor type 2 (Homo sapiens), P49146; in the data active = activation above about 27%;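 note: cells stimulated with NPY near EC25 plus isoproterenol at EC100; 0% = vehicle plus submaximal agonist and 100% = vehicle plus saturating agonist; some results beyond the cut were filed as inactive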
S1P4 agonist: S1P4 receptor agonists, primary screen, cell-based. Sphingosine 1-phosphate receptor 4 (Homo sapiens), O95977. S1P4-expressing cell line, agonist reporter assay. actives 0.35% (n = 220,000). activation, % at 4.98 µM; in the data active = activation above about 11%;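 note: 0% = DMSO vehicle and 100% = reference agonist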
NPY-Y1 PAM-ag: NPY-Y1 receptor potentiators or agonists, primary screen, cell-based | Neuropeptide Y receptor type 1 (Homo sapiens), P25929 | NPY-Y1 expressing cells, potentiator/agonist activation | activation, % at 3.6 µM | actives 0.37% (n = 220,000) | AID 1304, 2008; in the data active = activation above about 33%, passing the limit was not always enough;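 note: cells stimulated with NPY at EC10 then isoproterenol at EC100; 0% = low agonist plus stimulus and 100% = saturating agonist plus stimulus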
Target sequence (P25929 whole entry, looked up): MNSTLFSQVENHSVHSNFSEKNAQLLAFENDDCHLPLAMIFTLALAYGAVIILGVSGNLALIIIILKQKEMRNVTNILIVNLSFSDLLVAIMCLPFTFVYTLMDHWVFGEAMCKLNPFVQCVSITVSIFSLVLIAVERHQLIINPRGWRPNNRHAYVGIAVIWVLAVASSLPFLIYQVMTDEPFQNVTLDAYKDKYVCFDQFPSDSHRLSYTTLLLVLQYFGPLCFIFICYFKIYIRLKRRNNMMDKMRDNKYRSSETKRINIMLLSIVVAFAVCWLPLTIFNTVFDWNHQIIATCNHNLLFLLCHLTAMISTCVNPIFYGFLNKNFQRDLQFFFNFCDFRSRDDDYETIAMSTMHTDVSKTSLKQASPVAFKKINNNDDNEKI
EP2 modulator: EP2 receptor modulators, cAMP readout, primary screen, cell-based, HTRF cAMP, PGE2 stimulation; Prostaglandin E2 receptor EP2 subtype (Homo sapiens), P43116; actives 0.83% (n = 260,000); induction, % at 25 µM; AID 940, 2007; EP2-expressing cells, cAMP HTRF FRET, PGE2 co-stimulation;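 active = compounds whose cAMP rise, as percent of the full-agonist control response, exceeds 60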;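 note: rat C6 glioma line stably carrying human EP2 under a CMV promoter; the protocol text gives 20 µM as final concentration; 100% = response of wells given 1 µM PGE2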
Target sequence (P43116 whole entry, looked up): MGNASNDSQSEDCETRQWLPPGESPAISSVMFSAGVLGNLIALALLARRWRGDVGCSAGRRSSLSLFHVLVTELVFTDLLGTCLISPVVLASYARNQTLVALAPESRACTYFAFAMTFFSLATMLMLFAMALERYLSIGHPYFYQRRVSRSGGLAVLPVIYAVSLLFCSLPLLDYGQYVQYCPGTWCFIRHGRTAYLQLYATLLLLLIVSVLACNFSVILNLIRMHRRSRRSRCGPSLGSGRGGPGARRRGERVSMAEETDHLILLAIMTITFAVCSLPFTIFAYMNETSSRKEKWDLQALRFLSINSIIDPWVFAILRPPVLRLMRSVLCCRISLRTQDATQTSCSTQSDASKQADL
NPY Y1 blocker: NPY-Y1 receptor antagonists, primary screen, cell-based; HEK293-CNG Y1 cells, membrane potential fluorescence; NPY at EC95, then isoproterenol; inhibition, % at 3.6 µM; actives 1% (n = 200,000); AID 1040, 2008;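 active = inhibition above the campaign mean inhibition of all tested compounds plus 3 SD, cut at about 20% in these data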;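 note: 0% = DMSO wells given NPY plus isoproterenol and 100% = isoproterenol alone without NPY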
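Material: HEK293 cells co-expressing NPY Y1 receptor and cyclic-nucleotide gated channel. Timing: compound incubation 1 h at room temperature, readout 45 min post-stimulation. Signal: fluorescence, membrane potential probe.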
S1P4 antag: S1P4 receptor antagonists, primary screen, cell-based; Sphingosine 1-phosphate receptor 4 (Homo sapiens), O95977; S1P4-expressing cells, antagonist mode, reporter read-out; inhibition, % at 4.98 µM; actives 0.26% (n = 220,000); in the data active = inhibition above about 29%;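 note: 0% = wells stimulated with agonist and 100% = vehicle wells without agonist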
p97 ATPase inh: inhibitors of human p97 ATPase, primary screen, biochemical | Transitional endoplasmic reticulum ATPase (Homo sapiens), P55072 | recombinant p97 ATPase, Kinase-Glo ATP luminescence, 3 h | inhibition, % at 8 µM | actives 0.42% (n = 220,000); in the data active = inhibition above about 15%;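 note: 0% = DMSO vehicle and 100% = wells lacking enzyme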
PGE2 EP2 inh: human EP2 receptor antagonists, primary screen, TR-FRET cAMP, C6 glioma cells; C6 glioma cells expressing human EP2; cells stimulated with saturating PGE2; inhibition, % at 25 µM; actives 0.52% (n = 260,000); AID 1422, 2008;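 active = percent inhibition above 40 after rounding to a whole number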;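 note: rat C6 glioma host cells with rolipram phosphodiesterase inhibitor present; the protocol text gives 20 µM as final concentration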
An asterisk follows results filed as active; nt = no result given; [ ] = another dose, or the depositor's remark.

SMILES	eIF4E-4G inh	NPY-Y2 PAM-ag	S1P4 agonist	NPY-Y1 PAM-ag	EP2 modulator	NPY Y1 blocker	S1P4 antag	p97 ATPase inh	PGE2 EP2 inh
COc1ccc(C2=NO[C@@H]3[C@@H]4C[C@@H]([C@H]5C(=O)N(C)C(=O)[C@@H]45)[C@H]23)cc1	5	3	1.1	1	13	2	1	-6	4
O=C(OC1CCCCC1)c1ccc(NC(=O)C2CCCCC2)cc1	0	10	0.1	18	-14	6	-3	-2	12
Cc1cc(C(=O)N[C@H](c2ccccc2)[C@@]2(C)C[C@@H]2[C@@H](C)C(=O)Nc2ccc3ccccc3c2)no1	0	15	-0.4	20	2	12	17	7	9
CCCCNC(=S)N1CCN(c2ccc(C(C)=O)cc2)CC1	4	-12	1.2	17	-12	nt	-3	0	3
COC(=O)Nc1ccc2ncn(C)c(=O)c2c1	-1[fluorescence artefact?]	3	1.1	-1	22	-4	-18	-2	11
COc1ccc(-c2nn(CCC#N)cc2/C=N/O)cc1	-1	11	-0.1	22	-23	-3	-6	2	10
O=C(Nc1ccc(SC(F)F)cc1)c1ccc(F)cc1	0	-4	1.9	-6	-64	3	-32	-3	6
NC(=O)Cc1ccc(C(=O)c2ccc(Cl)cc2)s1	5	13	-0.6	15	-13	-1	-17	4	2
CN(Cc1ccco1)C(=O)Cn1c(=O)oc2cc(S(=O)(=O)NCc3ccccc3)ccc21	-2	12	0.9	0	6	-2	-18	-2	9
COc1cc(Cl)c(C)cc1NC(=O)c1cccc(OC)c1OC	1	-21	0.6	-31	-13	11	2	-2	14
Cc1cccc(OC(C)C(=O)N/N=C\c2ccncc2)c1 (configuration not stated)	1	7	0.4	6	-23	1	-17	-1	3
CC(C)C(=O)N1CCN(c2c(Cl)cccc2[N+](=O)[O-])CC1	3[fluorescence artefact?]	-9	1.8	-13	-9	12	-1	0	15
Cn1c(OCc2ccc3c(c2)OCO3)nc2c1c(=O)n(Cc1cccc(Cl)c1)c(=O)n2C	nt	15	-1.4	-4	nt	-1	-4	1	10
COc1nc(OC)nc(N2CCC(NC(=O)C(Cc3ccc(C(C)C)cc3)NC(C)=O)CC2)n1 (configuration not stated)	-6	10	-1.0	-3	3	-5	-14	-2	9
Cn1nc(CC(=O)NCc2cccc3ccccc23)c2ccccc2c1=O	-7	10	2.5	20	-12	-4	-23	3	10
C=CCNC(=O)c1onc(CSc2ccc(Cl)cc2)c1C(=O)O	-4[fluorescence artefact?]	-24	1.3	-9	-6	22*	-6	5	12
O=C(CCn1c(=O)oc2ccccc21)NCCCN1CCN(c2ccc(F)cc2)CC1	0[fluorescence artefact?]	1	2.1	7	-6	0	-7	2	5
COCCNC(=S)N1CCOCC1	2	4	4.8	-21	2	1	-14	1	9
CCNc1nc(NCC)nc(SCCOC(=O)c2ccccc2)n1	2	-2	-1.0	-23	63*	8	-6	-1	6
CC1=C/C(=N\N=C2\NC(=O)C(CC(=O)Nc3ccccc3F)S2)CC(C)(C)C1 (configuration not stated)	0	-1	0.7	21	6	3	-34	0	4
NS(=O)(=O)c1cccc(NC(=O)Cn2cnc3ccccc3c2=O)c1	10[fluorescence artefact?]	-18	1.9	6	-7	2	16	-1	7
COc1ccc(C2(C(=O)NCCCN3CCOCC3)CCOCC2)cc1	7[fluorescence artefact?]	-11	1.4	5	20	-2	-10	3	0
O=C(O)CCC(=O)NCc1ccc(C(=O)O)cc1	0	7	2.5	25	21	7	-22	2	11
O=C(Nc1cc(N2CCOCC2)ncn1)c1ccc(F)cc1	0	-10	4.4	11	-13	0	17	3	6

Record cards (already shown). Screens in order: eIF4E-4G inh	NPY-Y2 PAM-ag	S1P4 agonist	NPY-Y1 PAM-ag	EP2 modulator	NPY Y1 blocker	S1P4 antag	p97 ATPase inh	PGE2 EP2 inh
Shown for COc1nc(OC)nc(N2CCC(NC(=O)C(Cc3ccc(C(C)C)cc3)NC(C)=O)CC2)n1 (configuration not stated) → -6	10	-1.0	-3	3	-5	-14	-2	9
Shown for CC1=C/C(=N\N=C2\NC(=O)C(CC(=O)Nc3ccccc3F)S2)CC(C)(C)C1 (configuration not stated) → 0	-1	0.7	21	6	3	-34	0	4

New compounds follow.
SMILES	eIF4E-4G inh	NPY-Y2 PAM-ag	S1P4 agonist	NPY-Y1 PAM-ag	EP2 modulator	NPY Y1 blocker	S1P4 antag	p97 ATPase inh	PGE2 EP2 inh
Cc1cccc(NC(=O)CN2C(=O)N/C(=C\c3ccc(-c4cccc(C(=O)O)c4)o3)C2=O)c1	-5	5	3.6	18	-1	nt	3	7	6
Nc1cc(-c2ccc(Cl)cc2)nn1-c1ccccc1	1	14	1.1	2	-17	-1	-5	-5	7
Cc1sc2ncnc(N3CCCCC3)c2c1C	-3	-13	-0.5	5	26	-9	-6	1	5
CN(C)/C=C/c1c([N+](=O)[O-])c2ccc(O)cc2n1-c1ccccc1	6	12	1.2	11	-9	nt	7	26*	32
COc1ccc(C(C(=O)NC2CCCCC2)N(C(=O)CCl)c2ccc(Cl)cc2)cc1 (configuration not stated)	-4	0	1.1	-20	-2	8	-16	-1	11
O=C(Nc1ccccc1)c1cccc(=O)o1	-2	16	0.4	12	-22	nt	-5	5	15
CCOC(=O)c1nnn(-c2nonc2N)c1CNC(C)C	-5	9	1.1	-4	20	4	-5	-2	9
CNC(=O)COC(=O)/C=C/c1cccs1	2	-7	-1.2	13	15	4	8	4	5
CCn1cc(CNC(=O)c2cc(-c3cc(OC)ccc3OC)nc3ccccc23)c(C)n1	-1	-1	0.7	-12	4	3	-7	-6	4
COc1ccccc1N1CCN(C2CCN(C(=O)c3cc(OC)c(OC)c(OC)c3)CC2)CC1	4	0	1.1	-1	-17	-4	-17	-1	5
CCN(CC)S(=O)(=O)c1ccc2c(c1)c(=O)c(C(=O)NCc1ccco1)cn2C	2	6	0.6	10	-13	1	3	2	0
O=C(O)c1cc2n(n1)C(C(F)(F)F)CC(c1ccco1)N2 (configuration not stated)	8	-13	-1.4	-15	33	2	-8	3	13
COc1cc(S(=O)(=O)NCc2ccccc2)ccc1F	1[fluorescence artefact?]	-3	3.0	-16	12	-1	-3	2	14
Cc1ccc(-n2ncc3c(NNC(=O)c4ccco4)ncnc32)c(C)c1	-3	-1	1.3	10	-18	-3	-17	2	6
Fc1ccc2nc(N3CCOCC3)sc2c1	-4	12	-1.4	11	-16	-2	-14	3	11
COCCn1c(C)cc(C(=O)COc2ncnc3ccc(Br)cc23)c1C	1	-12	0.0	-6	-41	-1	-1	-4	5
Cc1cc(C)n(CC(O)COc2ccccc2C(=O)Nc2ccccc2)n1 (configuration not stated)	-21[fluorescence artefact?]	-3	-0.1	4	1	9	5	-5	19
Cc1cc(C)nc(NS(=O)(=O)c2ccc(NC(=O)c3ccc(S(=O)(=O)N4CCOCC4)cc3)cc2)n1	2	8	1.5	8	15	0	5	3	11
CCOC(=O)C1CCCN(c2c(Nc3ccc(OCC)cc3)c(=O)c2=O)C1 (configuration not stated)	2	3	-1.1	1	4	4	-43	1	8
Cc1ncc(CN2CCN(CCC(C)C)C(CCO)C2)s1 (configuration not stated)	3	2	-0.5	3	31	-3	-5	1	6
COc1ccccc1CCc1nnc(CCC(=O)N(C)Cc2ccncc2C)o1	-4	0	0.9	-3	15	2	-29	1	5
CCOc1cc(C(=O)NC(=S)Nc2cccnc2)cc(OCC)c1OCC	1	-3	0.8	-21	43	1	-24	0	11
COc1ccc(-c2cc(CCCC(=O)NCCc3cc(OC)ccc3OC)no2)cc1	nt	-2	1.2	-5	-38	1	-7	-8	nt
O=C(N/N=C/c1cc([N+](=O)[O-])ccc1O)C1CC1	5	8	-0.3	17	-25	nt	2	2	3
C=CCN1CN=C(NS(=O)(=O)c2ccc(NC(C)=O)cc2)NC1	3	-11	-0.9	27	20	1	-9	-1	6
CCN(CC)CCCNC(=O)CNC(=S)N(CCCN1CCOCC1)Cc1cccs1	-2	13	1.5	-1	17	0	-3	2	4
COc1ccccc1C1/C(=C(\O)c2c(C)nc3c(C)cccn23)C(=O)C(=O)N1CCCN(C)C (configuration not stated)	nt	-3	-0.1	-16	nt	-1	3	3	nt
O=C1c2oc3ccccc3c(=O)c2C(c2cccnc2)N1CCCN1CCOCC1 (configuration not stated)	6	-3	-0.7	2	29	-2	-1	-1	14
O=C(O)c1cccc(S(=O)(=O)Nc2ccccc2N2CCOCC2)c1	-1	4	4.2	31	12	nt	-12	5	8
CC(C)(C)NC(=O)C(OC(=O)c1cccs1)c1ccccc1 (configuration not stated)	-1	-10	-1.7	8	-2	1	7	1	3
CCCC(=O)NC(Nc1ccc(S(=O)(=O)Nc2cc(C)on2)cc1)(C(=O)OCC)C(F)(F)F (configuration not stated)	5[fluorescence artefact?]	-4	1.0	-4	22	-1	-10	-1	5
O=C(CN1C(=O)C(=O)N(Cc2ccccc2)C1=O)Nc1cc(Cl)cc(Cl)c1	-4	-11	1.6	-22	3	nt	-4	1	24
COc1ccc(/C(=N\O)c2ncc(C(F)(F)F)cc2Cl)cc1	2[fluorescence artefact?]	-12	2.3	-30	29	7	-4	-3	14
Cc1ccc(Cn2c(C(=O)O)cc3sccc32)cc1	-2	-4	1.7	-22	12	5	-35	3	3
O=C(COc1ccccc1)N(Cc1ccco1)C1CCS(=O)(=O)C1 (configuration not stated)	-5[fluorescence artefact?]	6	0.7	1	15	-2	-21	-1	8
O=C(CN1CCN(c2ccccc2O)CC1)NNC(=O)c1ccc(Cl)cc1	17	5	1.3	9	33	-1	-16	6	6
C=CCOC(=O)C1=C[C@@H](c2ccc3c(c2)OCO3)C[C@@H](OCc2ccc(CO)cc2)O1	-1	-7	2.1	-4	-28	0	7	-2	17
Cc1ccc(NC(=O)Cn2nnc(C(=O)NCc3cccs3)c2N)cc1	4	-6	-1.7	6	7	-7	12	3	6
CN(CC1CCOCC1)C(=O)CC1C(=O)NCCN1CC1CCCCC1 (configuration not stated)	-2	2	-0.7	3	8	8	6	3	8
O=C(CSc1nc2ccccc2n1CCc1ccccc1)N1CCOCC1	1[fluorescence artefact?]	7	1.0	-20	16	7	-13	-5	9
O=C(c1cccc([N+](=O)[O-])c1)N1CCCC(C(=O)N2CCCCC2)C1 (configuration not stated)	1	10	0.1	-6	-3	nt	-9	4	11
Cc1cc(OCc2ccc(C(=O)n3cccn3)o2)ccc1Cl	2	-2	0.8	-9	1	6	-8	-2	4
Cc1ccc(-n2ncc3c(Nc4c(C)n(C)n(-c5ccccc5)c4=O)ncnc32)c(C)c1	7	15	-0.9	22	3	1	-9	0	7
S=C(NCC1CCCO1)N1CCN(c2cccc(Cl)c2)CC1 (configuration not stated)	-1	12	-1.1	15	-61	-3	-5	-2	6
N#C/C(=C\c1c(Cl)cccc1Cl)c1nc2ccccc2o1	1	-1	-0.5	4	16	9	10	10	5
O=C(O)c1cccc(-n2cccc2/C=C2/NC(=O)N(c3ccc(Cl)cc3)C2=O)c1	71*	1	3.3	5	21	-1	-22	18*	13

A portion of the library; count on the stated rates, not on these rows.
